# Screens: PubChem, several laboratories
# OX1R antag: blocks the human orexin 1 receptor; actives 0.43% (n = 330,000); CHO/OX1R cells, Fluo-8 calcium fluorescence, orexin A; AID 434989; inhibition, % at 5 µM; O43613;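 active = inhibition above its plate's threshold, mean inhibition of all tested compounds on the plate plus 3 SD, cut at about 37% in these data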;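 also: 0% = orexin A challenge wells and 100% = SB-334867-A antagonist wells; not every result past the cut was called active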
# Target sequence (O43613 whole entry, looked up): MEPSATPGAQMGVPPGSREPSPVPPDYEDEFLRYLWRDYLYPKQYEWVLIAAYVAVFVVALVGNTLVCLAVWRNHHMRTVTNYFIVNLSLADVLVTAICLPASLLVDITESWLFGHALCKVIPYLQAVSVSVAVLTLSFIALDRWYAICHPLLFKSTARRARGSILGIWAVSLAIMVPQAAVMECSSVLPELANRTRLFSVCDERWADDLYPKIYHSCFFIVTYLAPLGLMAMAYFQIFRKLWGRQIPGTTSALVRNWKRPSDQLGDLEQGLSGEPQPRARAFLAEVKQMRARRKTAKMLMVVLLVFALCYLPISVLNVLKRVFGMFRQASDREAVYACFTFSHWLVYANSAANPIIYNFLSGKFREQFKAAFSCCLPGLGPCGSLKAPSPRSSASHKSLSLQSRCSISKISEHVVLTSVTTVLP
# CHT PAM: human CHT allosteric activation. CHT-expressing cells, membrane potential dye, choline EC20; active compounds read high; LV-AA mutant CHT in HEK293 cells. Q9GZV3. actives 0.49% (n = 310,000). AID 488977. B-score at 10 µM;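 active = initial fluorescence not abnormally high and integrated response B-score, plate-corrected, over 3 SD above library mean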
# Target sequence (Q9GZV3 whole entry, looked up): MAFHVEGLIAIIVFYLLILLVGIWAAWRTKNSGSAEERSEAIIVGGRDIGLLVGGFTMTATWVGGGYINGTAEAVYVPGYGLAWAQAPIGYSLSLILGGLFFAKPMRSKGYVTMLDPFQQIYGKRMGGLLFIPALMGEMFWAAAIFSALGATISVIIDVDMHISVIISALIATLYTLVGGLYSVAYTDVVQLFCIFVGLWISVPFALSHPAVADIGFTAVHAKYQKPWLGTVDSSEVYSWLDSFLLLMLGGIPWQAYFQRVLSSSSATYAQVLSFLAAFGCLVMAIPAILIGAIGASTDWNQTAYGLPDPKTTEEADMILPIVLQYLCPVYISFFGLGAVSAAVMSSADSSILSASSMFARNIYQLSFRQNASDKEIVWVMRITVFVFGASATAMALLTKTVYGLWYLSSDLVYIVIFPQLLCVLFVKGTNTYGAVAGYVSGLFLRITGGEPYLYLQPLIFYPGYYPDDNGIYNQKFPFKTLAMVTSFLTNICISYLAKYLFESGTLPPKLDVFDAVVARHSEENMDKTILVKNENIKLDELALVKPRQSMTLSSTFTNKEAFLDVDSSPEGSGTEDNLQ
# Starred values were filed as active, the others as inactive; i = inactive; . = not tested or not shown.
SMILES	OX1R antag	CHT PAM
O=C(Nc1cc(S(=O)(=O)N2CCOCC2)ccc1N1CCOCC1)c1cc(=O)[nH]c2ccccc12	-14	i
O=C(N(c1ccccn1)c1ccccn1)C12CC3CC(CC(C3)C1)C2	-17	i
COc1ccccc1N1CCN(CC(=O)NCC2CCCO2)CC1 (configuration not stated)	-5	i
COc1cc(C(=S)N2CCOCC2)cc(OC)c1OC(=O)c1ccc([N+](=O)[O-])cc1[N+](=O)[O-]	-23	i
Cc1nn(-c2ccccc2)c(Cl)c1C(=O)NCc1cccs1	-8	i
CCOc1ccc(C(=O)OCC(=O)Nc2cccnc2Cl)cc1OCC	-15	.
CCOC(=O)/C=C1\SCC(=O)N1CC(=O)c1ccc[nH]1	-5	i
CCS(=O)(=O)C(=C1NCCO1)S(=O)(=O)CC	-5	i
CC(=O)Nc1cccc(NC(=O)CCn2cnc3cc(C)c(C)cc32)c1	-6	i
O=C(CCN1CCc2ccccc2C(O)(c2ccccc2)C1)c1ccc2c(c1)OCCO2 (configuration not stated)	-15	i
CC1CCC2(CC1)NC(=O)N(CC(=O)N1CCOCC1)C2=O (configuration not stated)	-3	.
Cc1nc2ccccc2c(=O)n1NC(=O)c1cncc(Br)c1	-4	i
O=C(O)C1CCCN(S(=O)(=O)c2ccc(F)cc2)C1 (configuration not stated)	5	i
O=C(Nc1ccc(N2CCOCC2)c(Cl)c1)c1cc(F)c(F)cc1Cl	-33	i
O=[N+]([O-])CC(c1ccc(F)cc1)c1c[nH]c2ccccc12 (configuration not stated)	.	i
CCOC(=O)c1cc2cc3ccccc3cc2oc1=O	-20	i
CCOC(=O)C1CCN(c2ncnc3c2oc2ccccc23)CC1	19	i
O=C1N[C@@H](Cc2c[nH]c3ccccc23)COC(=O)[C@H](Cc2ccc(F)cc2)C/C=C\C[C@H]1CC(=O)N(CCO)Cc1ccccc1	4	.
O=C(CN1CCN(c2cccc(Cl)c2)CC1)Nc1ccc(S(=O)(=O)N2CCOCC2)cc1	-7	i
COc1cc(C(=O)NCc2nnc(SCC(=O)c3ccccc3)o2)cc(OC)c1OC	-38	i
COc1ccc(NS(=O)(=O)c2cc(NC(=O)c3ccccc3F)ccc2N2CCCC2)cc1	-7	i
CCOCCCNC(=O)c1ccc(Br)cc1	-5	i
c1ccc(C2COC(c3cccs3)=N2)cc1 (configuration not stated)	-15	i
CNc1nc(NCCOC23CC4CC(CC(C4)C2)C3)nc(OCC(F)(F)F)n1	-14	i
FC(F)(F)c1ccccc1-n1c(CN2CCCCC2)n[nH]c1=S	1	i
O=C(NC(NC(=S)Nc1ccc(Cl)cc1Cl)C(Cl)(Cl)Cl)c1cccc([N+](=O)[O-])c1 (configuration not stated)	42*	i
CN1CCN(c2nc3c(c(=O)n(C)c(=O)n3C)n2CC(=O)C23CC4CC(CC(C4)C2)C3)CC1	-16	i
CC(CN1CCCCC1)OC(=O)c1ccc(Cl)cc1 (configuration not stated)	-6	i
Cc1ccc(-c2cc(C(=O)Nc3cccnc3)c3ccccc3n2)s1	-34	i
Cc1ccc(C(C(=O)NC2CCCCC2)N(C(=O)Cc2c[nH]c3ccccc23)c2ccccc2)o1 (configuration not stated)	-28	i
Cc1ccc2c(c1)nnn2C1CCN(S(=O)(=O)c2ccc(C(=O)N(C)C)cc2)CC1	-15	i
CN(C)S(=O)(=O)c1ccc(N2CCCC2)c(C(=O)Nc2nc(-c3ccc(F)cc3)cs2)c1	-6	i
CCCCOc1ccc(C(=O)N(Cc2ccccc2)C2CCS(=O)(=O)C2)cc1 (configuration not stated)	-16	i
O=C(NCc1ccco1)c1cc2cc3ccc(Cl)cc3nc2o1	0	i
c1ccc2c(c1)[nH]c1c(N3CCOCC3)ncnc12	-10	i
CC1CC(C)CN(C(=O)COC(=O)CCC(=O)c2cccs2)C1 (configuration not stated)	14	.
CCOC(=O)N1CCN(C(=O)CSc2nc(CC)nc3c2c(=O)n(C)c(=O)n3C)CC1	-18	i
COc1ccc(OC)c(CC(NC(C)=O)C(=O)NC2CCN(c3nnnn3-c3ccccc3)CC2)c1 (configuration not stated)	3	i
Cc1ccnc(NC(=O)CCC(=O)N(CC(=O)NC(C)(C)C)C2CCCC2)c1	-22	i
COc1cc(NC(=O)CN2C(=O)COc3ccc(S(=O)(=O)N4CCOCC4)cc32)cc(OC)c1	-9	i
CC(=C/c1ccc(C(C)C)cc1)/C=N/NC(=O)CSc1ccccn1	-33	i
COc1cccc(NC(=O)Cn2cnc3sc(C)c(S(=O)(=O)N4CCCCC4)c3c2=O)c1	-29	i
Cn1c(=O)c2c(ncn2CCCC(=N)N2CCOCC2)n(C)c1=O	-5	11*
Cc1nn(-c2ccccc2)c2c1cc1c(=O)n(C)c(=O)nc-1n2-c1ccccc1F	-7	i
Cc1ccc(S(=O)(=O)c2nc(-c3ccccc3)oc2N2CCCC2)cc1	-5	.
CC1CCc2c(sc(NC(=O)c3ccc(N4C(=O)CCC4=O)cc3)c2C(N)=O)C1 (configuration not stated)	-6	.
Cc1ccccc1N1CCN(S(=O)(=O)CC23CCC(CC2=O)C3(C)C)CC1 (configuration not stated)	-15	i
COc1nn(-c2ccccc2)c(=O)c(Cl)c1Cl	5	i
CN(C)N=C1c2cc(S(=O)(=O)N(C)C)ccc2-c2ccc(S(=O)(=O)N(C)C)cc21	-24	i
O=C(COC(=O)c1cccs1)NCCC1=CCCCC1	-20	i
COc1ccc(NC(=O)c2cc(C)on2)cc1OC	-14	i
COc1ccc2oc(C(=O)OC(C)C(=O)N(C)c3ccccc3)c(C)c2c1 (configuration not stated)	-23	i
CCOc1ccc(NC(=O)c2c(NC(=O)CN3CCCC3)sc3c2CCC3)cc1	2	i
Cc1ccc(N(CC(=O)NC2CC2)S(=O)(=O)c2ccccc2)c(C)c1	-2	i
Cc1ccc(S(=O)(=O)N2CC(=O)Nc3ccccc32)c(C)c1NS(C)(=O)=O	-12	i
CN(C1CCCCC1)C(CNS(=O)(=O)c1ccc(Cl)cc1)c1ccccc1 (configuration not stated)	-37	i
COc1ccc(S(=O)(=O)N(c2onc(C)c2Cl)S(=O)(=O)c2ccc(OC)c(OC)c2)cc1OC	5	i
O=C(Nc1ccccc1)Nc1nnc(-c2ccccc2)s1	-29	i
Cn1nnc2cc(C(=O)N3CCCCCC3)ccc21	-2	i
COc1ccccc1-c1nnc(SC2CCc3ccccc3NC2=O)s1 (configuration not stated)	-16	i

# The list continues.
SMILES	OX1R antag	CHT PAM
CC1CCCC(NC(=O)COC(=O)[C@@H](NC(=O)c2ccccc2Cl)C(C)C)C1C (some centres not stated)	-32	.
COc1cc(-c2nnc(NC(=O)CS(=O)(=O)c3ccc(F)cc3)o2)cc(OC)c1OC	-3	i
CCOc1ccc(-n2c(SCC(=O)Nc3ccc(C(=O)O)cc3)nc3ccccc3c2=O)cc1	-26	i
Cc1ccc(-n2c(O)c(/C=C3/C(c4ccccc4)=Nc4ccccc43)c(=O)[nH]c2=O)cc1	-5	i
COc1ccc(NC(=O)N2CCCC2C(=O)Nc2ccc(C)cc2)cc1 (configuration not stated)	-28	i
CCNC(=O)c1c(O)c2ccccc2[nH]c1=O	-28	i
CCC(=O)N1CCCc2cc(S(=O)(=O)N3CCN(C4CCCCC4)CC3)ccc21	-44	i
C(=C\c1ccccc1)/C=N/Nc1nc2ccccc2s1	-11	i
COc1cccc(C2CC(=O)NC3=C2C(=O)CCC3)c1 (configuration not stated)	-17	i
C=CCc1cccc2cc(C(=O)N3CCN(C(=O)OCC)CC3)c(=O)oc12	-42	i
COc1ccc(NC(=O)c2cccc(NC(=O)c3ccccc3)c2)c(OC)c1	-22	i
Cc1ccccc1OCCC(=O)OCC(=O)N1c2ccccc2NC(=O)C1(C)C	-10	i
Cc1ccc(C(=O)O)cc1NC(=O)Nc1ccc2c(c1)OCO2	13	i
O=C(NCc1ccco1)c1ccc2snnc2c1	4	i
c1ccc(CSc2snnc2-c2ccccc2)cc1	-21	i

# Remaining list, next part:
# Results follow in this order: OX1R antag	CHT PAM
> Cc1ccc(CN(C)Cc2cc(=O)oc3cc(C)c(Cl)cc23)cc1
 : -16	i
> O=C(Nc1ccc2ccccc2c1)C(=O)C1C(=O)Nc2ccccc21 (configuration not stated)
 : -11	i
> COCc1c(C(=O)OC)nnn1-c1ccc(C(F)(F)F)cc1[N+](=O)[O-]
 : -10	i
> CCn1c(SCC(=O)NCc2cccs2)nnc1-c1cccs1
 : -4	i
> CC(Sc1ccccc1F)C(=O)Nc1cccc(S(=O)(=O)N2CCOCC2)c1 (configuration not stated)
 : -15	.
> CN(C)c1ccc(NS(=O)(=O)c2cc3c4c(c2)CC(=O)N4CCC3)cc1
 : -7	i
> COc1ccc(/C(N)=N/OC(=O)CC2CCCCC2)cc1OC
 : -41	i
> Cc1cc(NC(=O)COC(=O)c2n[nH]c3ccccc23)no1
 : -8	i
> N#CC(c1cccc(C(F)(F)F)c1)(c1ncc(C(F)(F)F)cc1Cl)N1CCOCC1 (configuration not stated)
 : -17	i
> COc1cc(/C=C2/C(=O)ON=C2C)cc(Cl)c1O
 : -9	i
> O=C1CN(c2nnnn2-c2ccccc2)CCN1
 : -16	i
> Cc1nc(C)c(C(=O)O)c(-c2cccs2)c1C(=O)O
 : -6	i
> COCCCNC(=O)c1cc2c(-c3ccc(Cl)cc3)nn(C)c2s1
 : -28	i
> Cc1cc(OC(C)C)nc(-c2ccccc2O)n1
 : 6	i
> Cc1noc(C)c1NC(=O)N(C)C[C@H]1Oc2ccc(NC(=O)Cn3cnnn3)cc2C(=O)N([C@H](C)CO)C[C@@H]1C
 : 2	.
> CCN(CC)c1ccc(C2CC(=O)NC3=C2C(=O)CC(C)(C)C3)cc1 (configuration not stated)
 : -12	i
> CCN(CC)CCN1C(=O)c2ccccc2NC1c1ccc(N(C)C)cc1 (configuration not stated)
 : -31	i
> CCOC(=O)CNC(=S)N(Cc1ccccc1F)C1CCCCC1
 : -53	i
> CCOC(=O)N/N=C(\CCC(=O)O)c1cccs1
 : 2	i
> CCC(C(=O)O)N1C(=O)/C(=C/C(C)=C/c2ccccc2)SC1=S (configuration not stated)
 : -7	i

# Looked up by compound from the entries so far:
# Results follow in this order: OX1R antag	CHT PAM
> CC1CCc2c(sc(NC(=O)c3ccc(N4C(=O)CCC4=O)cc3)c2C(N)=O)C1 (configuration not stated)
 : -6	.
> C(=C\c1ccccc1)/C=N/Nc1nc2ccccc2s1
 : -11	i
> CCOC(=O)CNC(=S)N(Cc1ccccc1F)C1CCCCC1
 : -53	i
> O=C(O)C1CCCN(S(=O)(=O)c2ccc(F)cc2)C1 (configuration not stated)
 : 5	i

# Continuation:
# Results follow in this order: OX1R antag	CHT PAM
> COc1ccc(N(C)S(=O)(=O)c2ccc3c(c2)CC(C)N3C(=O)C2CC2)c(OC)c1 (configuration not stated)
 : -22	i
> CC1(C)Cc2cccc(OCC(=O)OCC(=O)NCc3ccc(F)cc3)c2O1
 : -23	i
> O=C(NC(=S)Nc1ccccc1C(=O)O)c1cncc(Br)c1
 : -2	i
> O=C(OCc1ccccc1Cl)c1ccccc1C(=O)c1ccccc1
 : -11	i
> CC(C)n1nc(CC(=O)O)c2ccccc2c1=O
 : 9	i
> CCOC(CNC(=O)c1ccc(CNC(=O)c2ccc(OC)c(OC)c2)cc1)OCC
 : 4	i
> O=C(Nc1ccc2c(c1)ncn2-c1ccccc1)c1ccco1
 : 26	i
> CCOc1ccc2nc(C)cc(Nc3ccc(N4CCOCC4)cc3)c2c1
 : -9	i
> CC(C)c1ccc(C(=O)OCC(=O)NC2CCCC2)cc1
 : -16	i
> CCN(C(=O)COC(=O)c1ccc(O)cc1O)c1c(N)n(Cc2ccccc2)c(=O)[nH]c1=O
 : -9	.
> Cc1cc(C(=O)Cn2cnc3cc([N+](=O)[O-])ccc3c2=O)c(C)n1CC1CCCO1 (configuration not stated)
 : -10	i
> CCCCN1Cc2c(nc3cc(-c4ccccc4)[nH]n3c2=O)C1=O
 : -2	i
> CCCC(=O)Nc1ccc(Cl)c(-c2nc3ncccc3o2)c1
 : 5	i
> O=Nc1c(-c2cccc([N+](=O)[O-])c2)nc2ncccn12
 : -3	i
> CCN1C(=O)[C@@H]2[C@@H](c3ccc(-c4ccc(F)cc4)cc3)N3CCCC[C@@]3(C(=O)OC)[C@@H]2C1=O
 : -32	i
> COc1ccccc1-c1noc(CCCC(=O)Nc2ccc(C(N)=O)cc2)n1
 : -17	i
> O=C(NC(=S)Nc1ccc(Cl)c(C(=O)O)c1)c1cncc(Br)c1
 : -14	i
> O=C(O)CN=C(NS(=O)(=O)c1ccc(Cl)cc1)c1ccccc1
 : -23	i
> Cc1cc(NC(=O)CSCC(=O)N2CCN(c3cccc(C)c3C)CC2)no1
 : -37	.
> O=C(Cn1nnc(-c2cccs2)n1)NNC(=O)c1ccccc1Cl
 : 14	i

# Entries of single compounds, looked up by structure. Screens in order: OX1R antag | CHT PAM
# Profile of `CCN1C(=O)[C@@H]2[C@@H](c3ccc(-c4ccc(F)cc4)cc3)N3CCCC[C@@]3(C(=O)OC)[C@@H]2C1=O` → -32 | i
# Profile of `O=C(NC(=S)Nc1ccccc1C(=O)O)c1cncc(Br)c1` → -2 | i
# Profile of `Cc1cc(C(=O)Cn2cnc3cc([N+](=O)[O-])ccc3c2=O)c(C)n1CC1CCCO1` (configuration not stated) → -10 | i
# Profile of `O=C(O)CN=C(NS(=O)(=O)c1ccc(Cl)cc1)c1ccccc1` → -23 | i

# Next part
# Results follow in this order: OX1R antag	CHT PAM
> CC(C)Cn1cc(C(=O)NC2CCN(Cc3ccccc3)CC2)c2c3ccccc3n(C)c2c1=O
 : -35	i
> COC(=O)c1cccc(NC(=O)c2cccnc2)c1
 : -20	i
> Cn1c(=O)c(C(=O)CN2CCCCC2)c(N)n(Cc2ccccc2)c1=O
 : -10	i
> C/C=C(\C)C(=O)NCCN1C2=NC[C@H](Cc3ccccc3)N2C[C@@H]1Cc1ccc(OC)cc1
 : -10	i
> Cc1nnc(SCC(=O)N(C(C)C)C(C)C)[nH]c1=O
 : 0	i
